# All columns: NCI-60 one-dose screen, growth in % after 48 h at 10 µM unless noted; 100 = growth as untreated, 0 = no growth, -100 = all killed.
# UACC-257 – UACC-257 melanoma; 78,000 compounds, 4.4% hits
# T-47D – T-47D breast cancer | AID 1794792 | 79,000 compounds, 5% hits
# HS 578T – HS 578T breast cancer; 78,000 compounds, 4.1% hits
# BT-549 – BT-549 breast cancer; 78,000 compounds, 4.4% hits; AID 1794793
# UACC-62 – UACC-62 melanoma; 81,000 compounds, 5.4% hits
# MALME-3M – MALME-3M melanoma. 78,000 compounds, 5.8% hits. AID 1794766
# LOX IMVI – LOX IMVI melanoma; 79,000 compounds, 7.4% hits; AID 1794757
# MCF7 – MCF7 breast cancer | 82,000 compounds, 6.3% hits | AID 1794796
# * = called active by the depositor; nt = no result given; & = joins results of further samples; ! = a repeat was not active; [ ] = dose if it differs, or a comment. Rule for the calls: active = growth percent below 10; inactive = the rest.
SMILES,UACC-257,T-47D,HS 578T,BT-549,UACC-62,MALME-3M,LOX IMVI,MCF7
COc1cc(C2c3cc(OC(C)=O)c(OC)cc3CC3C(=O)OCC32)ccc1OC(C)=O (stereo unspecified),103,103,123,100,103,112,103,101
CC1=NC(=S)NC(c2ccccc2)/C1=C1/CC(c2ccc(N(C)C)cc2)N(c2ccccc2)N1 (stereo unspecified),99,101,103,99,90,94,96,85
CN(CC(=O)C(C(N)=O)c1ccccc1)c1ccccc1 (stereo unspecified),103,91,103,nt,104,102,98,100
Cn1c(=O)[nH]c(=O)c2nc(CCC(=O)NC(Cc3ccccc3)C(=O)O)c(=O)[nH]c21 (stereo unspecified),107,106,98,112,103,102,99,92
O=C(N/N=C\c1ccccc1)c1ccc2nc(-c3ccc(Cl)cc3)[nH]c2c1,109,82,92,96,104,99,93,76
O=C(/C=C/c1ccc2c(c1)OCO2)c1ccc(Oc2ncnc3ccccc23)cc1,106,72,97,84,95,86,89,63
CC1=CC(=O)C=CC1=Nc1ccc(O)cc1,103,107,86,88,108,107,104,101
O=C(NC(=S)N1CC=CCC1)c1ccccc1,105,110,93,94,107,100,107,101
CN(C)c1ccc(/C=C/C(=O)c2ccc(-n3cc(CN4CCN(c5cc6c(cc5F)c(=O)c(C(=O)O)cn6C5CC5)CC4)nn3)cc2)cc1,88,77,57,32,56,89,20,24
N#Cc1c(-c2ccc(Cl)cc2)nc(SCC(=O)NC2=NN=C(c3ccccc3)CS2)[nH]c1=O,84,41,94,91,75,75,69,48
Oc1c(Cc2ccccc2)nc2c(-c3nc4ccccc4s3)c(Nc3ccccc3)[nH]n12,117,93,nt,100,93,111,93,98
Nc1c2c(=O)oc3c4ccccc4nc3c2[nH]n1CCO,nt,80,117,94,107,121,98,84
COc1ccc2[nH]c(O)c(N=NC(=O)c3cc(-c4ccc(C)cc4)nc4ccccc34)c2c1,91,69,91,139,96,103,83,61
NC1(C(=O)O)c2ccccc2-c2ccccc21,97,93,112,93,104,106,93,96
COc1ccc2nc3cc(Cl)ccc3c(NCCCCCN3CCCCC3)c2c1,-75*,nt,35,19,-68*,-85*,-80*,-34*
COc1ccc(/C(=C\c2ccc3c(c2)OCO3)C(=O)Nc2nc3ccc(Cl)cc3s2)cc1,106,92,107,99,105,98,107,107
[2H]C1([2H])CCN(C(=O)C2CC2)c2cc(NS(=O)(=O)c3ccc(-c4ccc(F)c(C(N)=O)c4)cc3)ccc21,78,67,82,75,64,93,107,86
Cc1ccc2nc(-c3nc(-c4ccccc4)n4ccccc34)[nH]c2c1,96,35,99,94,80,90,91,33
COc1ccc(C=O)cc1Br,115,96,101,127,101,104,91,100
Cc1cccc(Oc2cc(Oc3cccc(C)c3)c3c(c2)Oc2ccccc2NC3=O)c1,81,67,74,108,nt,79,81,62
Cc1ccc2c(c1)N1NCC=C1NC2=O,103,102,99,108,99,93,nt,92
Cc1ccc2c(Cn3nnc(N)c3C#N)cc(=O)oc2c1,94,103,96,110,96,101,67,102
O=C(Nc1ccc(Br)cc1F)c1cc(Br)ccc1O,-17*,-5.2*,4.2*,-6.0*,-31*,-26*,7.0*,6.0*
CCc1cc2c(c3c1C(=O)CC3)C(C)(C)CCC2(C)C,75,91,109,102,98,93,96,94
NS(=O)(=O)c1ccccc1,82,95,103,108,106,155,101,96

# Next results follow:
SMILES,UACC-257,T-47D,HS 578T,BT-549,UACC-62,MALME-3M,LOX IMVI,MCF7
O=c1cc(-c2ccccc2)[nH]c(=O)[nH]1,100,81,108,95,96,97,98,92
C/C(=N\O)c1ccc(OC(=O)c2cc(-c3ccc(S(C)(=O)=O)cc3)nc3ccccc23)cc1,98,89,101,113,94,95,96,92
Oc1cc(O)c2c(c1)O[C@H](c1ccc(O)c(O)c1)[C@@H](O)C2,101,104,117,100,106,103,100,104
Cc1ccc(I)c(C)c1,102,101,99,108,103,100,98,95
CC(C)(C)c1ccc(C(C)(C)C)s1,104,97,105,110,105,107,97,103
Nc1c(C(=O)Nc2cc(Cl)cc(Cl)c2)sc2nc3c(cc12)C(=O)CCC3,90,92,118,105,93,101,106,88
CC(=O)Nc1ccc(OCc2cn(Cc3nc4ccccc4[nH]3)nn2)cc1,94,95,99,98,96,84,97,95
O=C(CCN1C(=O)/C(=C/c2ccc(Cl)cc2)SC1=S)NCCN1CCOCC1,99,85,88,110,93,92,96,85
O=C1CS/C(=N/S(=O)(=O)c2ccc(NNc3c4ccccc4nc4ccccc34)cc2)N1C1CCCCC1,102,97,96,92,86,110,94,90
COc1ccc(C(=O)c2ccc(Br)cc2)c(OC)c1OC,106&101,114&104,98&100,100&118,96&90,118,94&98,101&108
CS(=O)(=O)c1ncc(Br)cn1,102,104,103,91,110,87,96,106
COc1ccc(Nc2ncc3c(=O)[nH]ccc3n2)cc1,113,96,110,94,103,108,102,98
COC(=O)c1c2c(n3ccccc13)C(=O)c1ccccc1C2=O,70,73,74,68,66,56,49,42
Nc1nc(=S)c2[nH]cnc2[nH]1,24&41,5.2*!,54,19&31,-22*,36&22,5.4*,-1.0*
CCC/C=C/C=N/N1C(=S)N(c2cccnc2)[C@]23OC(N)=C(C#N)[C@]12C(=O)c1ccccc13,92,99,109,84,95,94,92,85
BrCCCOc1cccc(OCCCBr)c1,46,nt,82,74,82,93,92,88
NC(=O)c1cc(Cl)ccc1NC(=O)COc1ccccc1,84,nt,55,44,57,nt,59,31
O=C(NCO)c1ccccc1O,112,102,107,97,102,114,98,96
COc1ccc(C2=NN(C=O)C(c3ccc(Cl)cc3)C2)cc1S(=O)(=O)NNC(=O)c1ccncc1 (stereo unspecified),97,95,93,100,93,101,96,100
O=C1c2[nH]c(=O)[nH]c(=O)c2CN1Cc1ccccc1,110,108,123,109,95,nt,97,97
BrC1CC(Br)c2c1c1c(c3c2C(Br)CC3Br)C(Br)CC1Br (stereo unspecified),105,92,94,125,82,96,74,50
CS(=O)(=O)N1CCCCC1CCN1CCCCC1 (stereo unspecified),118,109,nt,117,107,nt,nt,98
CN(C)CCNC1CCc2c(c(C(=O)N(C)Cc3ccccc3)nn2C)C1 (stereo unspecified),88,96,118,100,99,97,95,95
COc1cc(CNC(=O)CCCC/C=C/C(C)C)ccc1OCc1cn(-c2cc(OC)c(OC)c(OC)c2)nn1,94,80,79,96,88,98,94,93
COc1ccc(N=C2c3ccccc3-c3ccc([N+](=O)[O-])cc32)cc1,98,102,113,89,71,102,89,100

# (list continues)
SMILES,UACC-257,T-47D,HS 578T,BT-549,UACC-62,MALME-3M,LOX IMVI,MCF7
CC(C)Sc1ncnc2nc[nH]c12,92,100,139,121,93,109,100,98
COc1ccc(Cn2cnc3cc(C(=O)Nc4cccc5ccccc45)ccc32)c(OC)c1,69[30 µM],60[30 µM],30[30 µM],31[30 µM],15[30 µM],38[30 µM],12[30 µM],12[30 µM]
NC(=O)N1c2ccccc2CC(=O)c2ccccc21,103,108,101,108,103,103,93,nt
Nc1c(C(=O)Nc2ccccc2)nnn1-c1ccccc1,106,95,114,112,95,99,101,102
Cc1c(C(=O)NNC(=O)c2ccc(Br)cc2)sc2ncc(-c3ccc(Br)cc3)n12,115[7 µM],85[7 µM],107[7 µM],113[7 µM],96[7 µM],133[7 µM],99[7 µM],58[7 µM]
Cc1c([N+](=O)[O-])cc(C(C)C)c(O)c1[N+](=O)[O-],87,88,117,nt,103,99,102,91
NC(=O)NCSCNC(N)=O,100,95,117,110,102,89,104,96
Cc1ccc(NC(=O)Nc2sc(=S)c3c(c2C#N)CCCC3)c(C)c1,92,91,101,97,85,100,98,97
CC(C)CCC[C@@H](C)[C@H]1CC[C@H]2[C@@H]3C/C(=N\O)C4=C[C@@H](O)CC[C@]4(C)[C@H]3CC[C@]12C,104,79,100,101,95,116,103,100
CC(N=C1Nc2ccc(Br)cc2S(=O)(=O)N1)c1ccccc1 (stereo unspecified),97,100,106,104,87,97,95,90
COC(=O)C(Sc1ccc(Cl)cc1)C1SC(=S)N(Cc2ccccc2)C1=O (stereo unspecified),92,82,106,84,99,99,75,77
Cc1cc(C)c(O)c(C(C)(C)C)c1,96,94,95,104,99,96,95,102
Cc1[nH]c(/C=C/C(=O)c2ccc(C(F)(F)F)c(F)c2)c(C)c1C(=O)NNc1ccccc1,81&95,29&54,86&91,77&102,32&60,96&91,53,77&90
O=C(c1ccc(I)cc1)N1CCN(C(=O)c2ccc(I)cc2)CC1,90,98,111,nt,100,104,98,103
COc1ccccc1NC(=O)c1cc2ccccc2cc1O,93,63,90,96,50,91,78,63
CC(C)(C)c1cc(/C=N\NC(=O)/C=C/C=C/c2ccc3c(c2)OCO3)c(O)c(C(C)(C)C)c1,88,35,14,93,71,71,62,61
O=C(O)c1cc[n+]([O-])cc1,102,107,117,100,107,nt,96,102
O=C(/C=C\c1ccco1)CCN1CCCCC1,107,97,95,117,106,113,95,69
Nc1nc2c(C(=O)c3ccco3)nnn2c2cccc(Cl)c12,100,57,115,100,102,99,nt,42
CCOC(=O)c1c2c(cn1Cc1ccc(OC)cc1)-c1oncc1CC2,122,nt,99,88,84,105,96,83
N#C/C(=C\c1ccc(-c2ccccc2)cc1)C(N)=O,112,90,113,95,107,96,93,99
Cc1cc(=O)oc2c1ccc1oc(=O)cc(C)c12,92,75,102,94,103,105,93,97
Cc1cc2c(C(C)C)c(O)c(O)c(C=NCCS(=O)(=O)O)c2c(O)c1-c1c(C)cc2c(C(C)C)c(O)c(O)c(C=NCCS(=O)(=O)O)c2c1O,94,70,97,91,96,97,89,99
COc1ccc2c(c1)C=C1CCCC3=Cc4cc(OC)ccc4OC13O2,90,96,105,115,104,111,97,94
C[C@]12CC[C@@H]3c4cc(N)c(O)cc4CC[C@H]3[C@@H]1CC[C@@H]2O,100,109,113,105,102,97,86,116

# (further entries)
SMILES,UACC-257,T-47D,HS 578T,BT-549,UACC-62,MALME-3M,LOX IMVI,MCF7
O=C(Cc1ccc(NS(=O)(=O)c2ccccc2)cc1)N1CCN(c2ccc(F)cc2)CC1,101,81,91,89,81,76,96,93
COc1ccc(/C=C/C(=O)c2ccc(NC(=O)CSc3nnc(-c4ccc5nc(-c6ccc(Cl)cc6)[nH]c5c4)o3)cc2)cc1,110,78,95,85,84,93,6.8*,80
NS(=O)(=O)c1ccc(Nc2nc(N/N=C/c3cn(-c4ccccc4)nc3-c3ccccc3)nc(Nc3ccccc3)n2)cc1,112,70,113,92,107,100,80,65
O=[N+]([O-])c1ccc(N/N=C\c2ccc(O)cc2O)nc1,41,39,91,38,44,58,25,27
N#Cc1c(N2CCNCC2)[nH]n(C2=Nc3ccccc3Sc3ccccc32)c1=O,107,90,101,108,100,161,90,113
C=C(C)[C@@H]1CCC2=C[C@H](C/C(C)=C/C3=CC(C(=O)OC)=C(C1)O3)OC2=O,110,96,107,102,93,95,103,101
CC(=O)N1N=C(c2ccc(Nc3nc(NCCO)nc(NCCO)n3)cc2)CC1c1ccc(F)cc1 (stereo unspecified),88,68,nt,100,112,89,95,96
O=C(NCn1c(=O)[nH]c2ccccc2c1=O)Nc1ccc([N+](=O)[O-])cc1,86,74,94,130,82,93,92,84
CCCCCCC1N=C(N)N=C(N)N1c1ccc(Cl)cc1 (stereo unspecified),78,94,78,22,nt,49,38,132
C#CCOc1cccc(-c2ncc3cc(NC(=O)C=C)ccc3n2)c1,64,62,72,59,70,84,87,60
C[C@H]1[C@H](C)CC[C@]2(C(=O)O)CC[C@]3(C)C(=CC[C@@H]4[C@@]5(C)C/C(=C/c6cccnc6)C(=O)C(C)(C)[C@@H]5CC[C@]43C)[C@H]12,78,nt,80,79,67,100,74,56
COc1ccc(C(O)c2ncn(C)c2Cc2ccc(OCc3ccccc3)cc2)cc1 (stereo unspecified),119,65,99,96,83,97,74,98
CC1=NNC(=O)C1NNc1ccccc1 (stereo unspecified),110,nt,139,123,110,117,114,108
CC(=O)[C@H]1CC[C@H]2[C@@H]3C[C@@H](O)C4=CC(=O)CC[C@]4(C)[C@H]3C(=O)C[C@]12C,114,99,103,104,111,nt,102,107
CC(=O)N1N=C(c2ccc(F)cc2)CC1c1cn(Cc2ccc(Cl)cc2)c2ccccc12 (stereo unspecified),81,51,73,101,66,63,88,80
O=c1[nH][n+](-c2nonc2-c2ccc(F)cc2)no1,92,106,102,102,99,107,92,86
CCOC(=O)C1=C(CSC(=S)N(C2CCCCC2)C2CCCCC2)N(C)C(=O)NC1c1ccccc1 (stereo unspecified),61,50,81,66,46,72,33,46
CC(=O)C(=Cc1ccc(F)cc1)C(C)=O,82,99,100,108,103,85,93,95

# Bioassay records: PubChem, NCI
